Bioassay records deposited in PubChem BioAssay by National Center for Advancing Translational Sciences (NCATS).
TDP1 block = TDP1 (human) enzyme inhibition; recombinant TDP1, AlphaScreen DNA substrate cleavage; 350,000 tested, 0.28% active; Potency, µM (doses to about 130 µM), for inactives: top-dose activity change, negative = inhibition, most hits filed as inhibitors; further: nearly all actives have a fitted effect of over 40% in size
Target sequence (Q9NUW8 whole entry, looked up): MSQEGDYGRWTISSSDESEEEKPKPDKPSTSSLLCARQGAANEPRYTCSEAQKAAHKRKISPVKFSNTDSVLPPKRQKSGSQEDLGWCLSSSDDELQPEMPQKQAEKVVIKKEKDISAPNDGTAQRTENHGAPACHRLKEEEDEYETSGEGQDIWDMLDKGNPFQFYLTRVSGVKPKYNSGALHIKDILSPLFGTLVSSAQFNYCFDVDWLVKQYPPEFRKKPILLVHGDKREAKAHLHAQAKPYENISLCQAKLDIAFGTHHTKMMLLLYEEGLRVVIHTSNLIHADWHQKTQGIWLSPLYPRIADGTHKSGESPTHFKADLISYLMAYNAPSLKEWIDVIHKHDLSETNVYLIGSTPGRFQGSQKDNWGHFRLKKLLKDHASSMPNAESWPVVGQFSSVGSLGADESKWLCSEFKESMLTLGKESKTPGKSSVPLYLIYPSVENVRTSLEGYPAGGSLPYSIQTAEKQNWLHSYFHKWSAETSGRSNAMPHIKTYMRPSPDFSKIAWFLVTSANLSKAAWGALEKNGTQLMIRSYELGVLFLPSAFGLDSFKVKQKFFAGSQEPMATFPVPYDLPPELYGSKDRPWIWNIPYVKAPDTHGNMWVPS
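Steps: enzyme plus compound, 15 min RT; add biotin/phosphotyrosine-FITC oligonucleotide (15 nM final), react 5 min; add donor/acceptor beads (10 ug/ml final), 10 min; read AlphaScreen. Tdp1 at 1 nM final.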
N370S GC mod = inhibitors or activators of N370S glucocerebrosidase for Gaucher disease | P04062 | N370S GC spleen homogenate, 4MU-glucoside fluorescence | Potency, µM (series often up to 59.4 µM), inactives show at the top dose activity change, negative = inhibition, actives largely listed as inhibitors | 330,000 tested, 0.092% active | AID 2101;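 further: 0% = full enzyme activity and -100% = no enzyme basal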
FEN1 inhibitor = human FEN1 inhibition | Potency, µM (top dose mostly 114 µM), for inactives: top-dose activity change, negative = inhibition, usual class: inhibitors | Recombinant FEN1 flap cleavage, fluorescence, 15 min | P39748 | 390,000 tested, 0.35% active; further: nearly all actives have a fitted effect of over 65% in size
Target sequence (P39748 whole entry, looked up): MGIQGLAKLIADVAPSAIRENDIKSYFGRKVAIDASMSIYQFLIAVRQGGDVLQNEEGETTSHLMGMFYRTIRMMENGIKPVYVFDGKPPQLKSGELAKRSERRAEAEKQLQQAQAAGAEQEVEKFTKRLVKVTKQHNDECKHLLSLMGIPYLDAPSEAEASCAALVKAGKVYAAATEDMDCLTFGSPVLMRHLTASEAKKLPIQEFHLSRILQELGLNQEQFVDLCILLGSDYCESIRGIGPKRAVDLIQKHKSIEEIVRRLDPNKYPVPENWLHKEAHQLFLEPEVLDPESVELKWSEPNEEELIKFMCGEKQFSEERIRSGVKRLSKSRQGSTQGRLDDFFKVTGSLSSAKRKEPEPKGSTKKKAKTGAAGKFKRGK
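Recombinant FEN1 (10 nM) was preincubated with pin-transferred compounds for 15 min at room temperature, then flap DNA substrate (50 nM final) was added. Plates were read at 0 and 15 min, and normalized concentration–response data were fitted to a four-parameter Hill equation.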
The depositor's hits bear a star; u = inconclusive; x = not tested or not shown; & = joins results of further samples; [ ] = dose if it differs, or a comment. The call rests on the fitted dose curve; in most records, active means well fitted curve in the direction sought with a large enough effect; inconclusive means small, poorly fitted or top-dose-only effect, or another doubt; inactive means no such curve, though single readings can be large; an effect the other way counts as inactive or inconclusive. Unless noted, on the % scale 0 is the no-effect control and ±100 the full control effect; potency means the concentration at half of the fitted maximal effect.

The line under a structure holds: TDP1 block	N370S GC mod	FEN1 inhibitor
CCOC(=O)C1CCCN(c2c(Nc3ccc(C)c(C)c3)c(=O)c2=O)C1 (stereo unspecified)
    6%	13%	23%
CCOC(=O)C1CCN(S(=O)(=O)CCNC(=O)c2ccc(F)cc2)CC1
    9%	-4%	9%
Cn1c(=O)n(C)c2cc(C(N)=O)ccc21
    2%	5%	-15%
Cc1noc(C)c1S(=O)(=O)N1CCC(C(=O)c2ccccc2)CC1
    3%	-8%	6%
COc1ccc(CNS(=O)(=O)NCc2ccccc2F)cc1
    x	-5%	-1%
CC1CCCN(C2(O)C(=O)Nc3ccc(Cl)cc32)C1 (stereo unspecified)
    x	-1%	-4%
Cc1ccc2nc(NC3=NCN(C4CCCCC4)CN3)nc(C)c2c1
    7%	0%	x
Cc1ccnc(N2CCCC(C(=O)Nc3nnc(C)s3)C2)n1 (stereo unspecified)
    6%	-12%	0%
c1ccc(CNc2ncnc3nc(N4CCOCC4)[nH]c23)cc1
    0%	x	u
COc1ccc(Cl)c(NC(=O)Nc2c(C)n(-c3ccccc3)c(=O)n2C)c1
    5%	9%	-4%
CCOc1ccc(N(CC(=O)N/N=C/c2ccc(OC(C)C)cc2)S(C)(=O)=O)cc1
    3%	-7%	u
COc1cc2c(OC)cccc2cc1C(=O)O
    -9%	-9%	0%
CC(=O)Nc1ccc(-c2ccc3nnc(C)n3n2)cc1
    0%	-1%	-9%
COc1ccc(Cc2nc3ccc(C(=O)N4CCCC4)cc3o2)cc1
    6%	-3%	-8%
O=C1C(=O)N(Cc2cccnc2)C(c2cccc(F)c2)/C1=C(/O)c1ccc2c(c1)OCO2 (stereo unspecified)
    7%[56.1 µM]	6%	-18%
N#Cc1ccc(C23CC4(C2)[C@H](CN(Cc2cccnc2)[C@@H]4c2ccccc2)C3c2ccc(C(F)(F)F)cc2)cc1 (stereo partly specified)
    9%	14%	x
CCc1ccccc1NS(=O)(=O)c1ccc2c(c1)NC(=O)CC(=O)N2
    5%	-23%	-3%
O=C(CCN1C(=O)COc2ccccc21)NCCCN1CCc2ccccc2C1
    0%	0%	-5%
COc1ccc(C(=O)NCc2cnn(C)c2)cc1OC1CCN(C(C)C)CC1
    2%	-1%	20%
CN1CCN(C(c2ccc(F)cc2)c2sc3nc(-c4ccco4)nn3c2O)CC1 (stereo unspecified)
    -3%	x	-1%

Look-ups from the results shown.
Under N370S GC mod, O=C1C(=O)N(Cc2cccnc2)C(c2cccc(F)c2)/C1=C(/O)c1ccc2c(c1)OCO2 (stereo unspecified) has the entry 6%
Under TDP1 block, CCOC(=O)C1CCN(S(=O)(=O)CCNC(=O)c2ccc(F)cc2)CC1 has the entry 9%
Under FEN1 inhibitor, COc1ccc(CNS(=O)(=O)NCc2ccccc2F)cc1 has the entry -1%
Under FEN1 inhibitor, COc1ccc(C(=O)NCc2cnn(C)c2)cc1OC1CCN(C(C)C)CC1 has the entry 20%

The list goes on:
The line under a structure holds: TDP1 block	N370S GC mod	FEN1 inhibitor
CCOc1ccc(N(CC(=O)NN=C2CCN(C)CC2)S(=O)(=O)c2ccc(Br)cc2)cc1
    1%	1%	-12%
Brc1cccc2sc(N3CCN(c4ccccc4)CC3)nc12
    2%	-8%	-12%
Cc1ccnc(N/C=C/C(=O)c2ccc(Br)cc2)c1
    x	-13%	-6%
CCOc1cc(OCC)cc(C(=O)NCc2ccco2)c1
    x	0%	-5%
Cc1ccc(-n2c3c(c(=O)[nH]c2=S)C(C(F)(F)F)(C(F)(F)F)NC(=O)N3)cc1
    5%	0%	-2%
CC(C)Cn1nc(C(=O)Nc2nnc(C3CC3)s2)c2ccccc2c1=O
    4%	x	19%
CCOc1ccc(OCCOCCN2CCOCC2)cc1
    -4%	0%	0%
CC(=O)Nc1ccc(S(=O)(=O)NCCC(=O)NNC(=O)c2ccncc2)cc1
    9%	2%	1%
O=S(=O)(Nc1cccc(-c2ccc(N3CCOCC3)nn2)c1)c1ccc(F)c(C(F)(F)F)c1
    3%	x	-11%
CN1CCC2(CC1)N=C(c1ccc(F)cc1)C(=S)N2C(=O)c1ccccc1
    8%	-14%	6%
COc1ccc(-c2noc(COc3ccc4c(c3)OCO4)n2)cc1OC
    -13%	7%	-5%
COc1ccc(-c2cc(C(F)(F)F)nc(SCCC(=O)NCc3ccco3)n2)cc1
    2%	8%	-4%
Cn1c(=O)n(C)c2cc(/C=N/n3cnnc3)ccc21
    -1%	17%	5%
Cc1cc(C)c2c(n1)nn1c(NCCOCCO)cc(C)nc21
    3%	u	-6%
COc1ccc(C2=NN(C(=O)CCC(=O)O)C(c3ccccc3)C2)cc1 (stereo unspecified)
    x	1%	-13%
CCOc1ccc(N(CC(=O)Nc2ccc(OC)cc2)S(C)(=O)=O)cc1
    4%	2%	-3%
COc1ccc(NC(=O)c2cc3ccc4c5ccccc5[nH]c4c3cc2O)cc1
    5%	10%	-1%
COc1cc(C(N)=O)cc(Cl)c1OC
    x	-1%	-10%
COc1cc(OC)cc(-c2cc3nc4c(c(N5CCN(c6ncccn6)CC5)n3n2)CCCC4)c1
    1%	1%	6%
CCNc1nc(SCC(=O)Nc2ccccc2)nc(N2CCOCC2)n1
    5%	5%	1%

Ordered by number of heavy atoms (highest first): part of the list above
The line under a structure holds: TDP1 block	N370S GC mod	FEN1 inhibitor
CCOc1ccc(N(CC(=O)N/N=C/c2ccc(OC(C)C)cc2)S(C)(=O)=O)cc1
    3%	-7%	u
Cc1ccc2nc(NC3=NCN(C4CCCCC4)CN3)nc(C)c2c1
    7%	0%	x
Cc1ccnc(N2CCCC(C(=O)Nc3nnc(C)s3)C2)n1 (stereo unspecified)
    6%	-12%	0%

Next records
The line under a structure holds: TDP1 block	N370S GC mod	FEN1 inhibitor
COc1ccc(OC)c(NC(=O)CSc2nc3cccnc3n2C)c1
    2%	8%	-1%
Cc1ccc(NC(=S)NCCc2ccccc2)nc1
    5%	22%	-5%
Cc1ccc(-n2c(SCC(=O)N3CC(=O)Nc4ccccc43)nc3ccccc3c2=O)cc1
    5%	-6%	-12%
COC(=O)c1ccc(COc2ccccc2/C=C(\C#N)C(=O)Nc2c(C)cc(C)cc2C)cc1
    1%	-15%	-10%
Cc1cc(N2CCC(N(C)C3CCCC3)CC2)nc2cc(O)ccc12
    8%	17%	-18%
Cc1ccc(CNC(=O)Cn2c(=O)n(Cc3ccc(F)cc3)c(=O)c3sc4ccccc4c32)cc1
    -1%	x	-3%
CSc1ccccc1-n1nnnc1SCC(=O)Nc1ccccc1C
    4%	20%	0%
COc1ccc(C(C(=O)NCc2ccccc2)N(Cc2ccc3c(c2)OCO3)C(=O)c2cnccn2)cc1 (stereo unspecified)
    7%	-5%	-4%
O=C(CN1CCN(c2ccccn2)CC1)Nc1cccc(F)c1
    x	-11%	-2%
CC(NS(=O)(=O)c1ccc(Cl)c(Cl)c1)C(=O)Nc1cccnc1 (stereo unspecified)
    0%	x	-3%
Cc1ccc(/C=N/NC(=O)Cc2cccs2)o1
    3%	8%	1%
Cc1ccc(S(=O)(=O)Nc2c(NC3CCCCC3)c3ccccc3oc2=O)c(C)c1
    4%	-6%	-18%
CCOC(=O)N1CCN(S(=O)(=O)c2ccc3c(c2)CCN3C(=O)C2CCC2)CC1
    0%	-4%	-1%
CC(=O)Nc1ccc(NC(=O)C(C)OC(=O)CNS(=O)(=O)c2cccc(Cl)c2)cc1 (stereo unspecified)
    0%	0%	2%
O=C(CN1CCN(c2ccc(F)cc2)CC1)N1CCC(Cc2ccccc2)CC1
    7%	1%	-14%
c1c2c(cc3sc(N4CCOCC4)nc13)OCCO2
    -1%	25%	-13%
O=C(NCc1ccco1)/C(=C/c1ccc([N+](=O)[O-])cc1)NC(=O)c1ccco1
    x	-20%	-17%
COc1cc(OC)cc(-c2nnc(NC(=O)Cc3ccc(F)cc3)o2)c1
    3%	u	-5%
CN(Cc1ccccc1)S(=O)(=O)c1ccc(Cl)c(C(=O)NCc2cccnc2)c1
    0%	-7%	-4%
O=C(NC(=S)Nn1cnnc1)c1ccccc1Cl
    -6%	1%	-1%
Cc1ccc(C(=O)Nc2ccc(C(=O)OCc3cc(=O)n4ccsc4n3)cc2)cc1
    22µM*	3%	14%
CC(=O)OCc1nc2sc3c(c2c(=O)[nH]1)CCCC3
    -3%	5%	5%
COc1ccc(COCCN2CCN(S(=O)(=O)c3ccc(C)cc3)CCC2=O)cc1
    6%&0%	-5%&18%	-11%
COc1ccc(N2CCN(C3CCCN(Cc4cccc(OC)c4)C3)CC2)cc1 (stereo unspecified)
    4%	-2%	-10%
COc1ccc(-c2oc3ccc(-c4cc(OC)c(OC)c(OC)c4)cc3c2C#Cc2ccccn2)cc1
    -6%	x	-19%
COc1cccc(Nc2nc(CN3CCOCC3)nc3sc4c(c23)CCCC4)c1
    8%	-2%	-21%
CC(C)[C@@H](CC(=O)N[C@@H]1CCCC[C@H]1C(=O)N[C@H](CC(=O)N[C@@H](CCC(=O)O)CC(=O)O)Cc1ccccc1)NC(=O)C[C@H](CO)NC(=O)[C@@H]1CNCC[C@H]1N
    4%	2%	x
Cc1ccc(-n2ncc(C(=O)Nc3ccc(C)c(F)c3)c2C2CCN(C(=O)OC(C)(C)C)CC2)cc1C
    -1%	x	13%
CSc1nnc2c(n1)OC(c1cn(C)c3ccccc13)N(C(C)=O)c1ccccc1-2 (stereo unspecified)
    9%	10%	-2%
Cc1nc2ccccc2c2oc(C(=O)N3CCc4ccccc4C3)cc12
    4%	-6%	-21%
O=c1cc(-c2ccc(O)cc2)oc2cc(O)cc(O)c12
    7%	u	u
c1cc(-n2nnc3cnccc32)ccn1
    x	-3%	17%
CCc1ccc(/C=C2/C(=O)N(C)C(=S)N2CC(=O)OC)s1
    5%	-9%	-5%
Cc1cc2ncc(-c3ccccc3)nc2cc1C
    -12%	7%&14%	-6%
O=S(=O)(c1cccc(Cl)c1)c1nnn2c1nc(NCc1ccc3c(c1)OCO3)c1sccc12
    5%	x	-14%
COc1ccc(C(C)=O)cc1CSCCC#N
    6%	-1%	0%
CNC(=O)c1ccsc1NC(=O)CCS(=O)(=O)c1ccc(C)cc1
    -2%	u	-17%
CCNC(=O)N(C)c1nncnc1C(=O)NC
    -2%	2%	5%
CN(CCc1ccc(Cl)c(Cl)c1)C[C@@H](O)COc1ccc(NS(C)(=O)=O)cc1
    -2%	-5%	x
COc1ccc(CCn2c(N)c(C(=O)NCc3ccco3)c3nc4ccccc4nc32)cc1
    -5%	u	-22%
CCOc1ccccc1NC(=O)CCNS(=O)(=O)c1cccc2nsnc12
    -2%	-26%	16%
O=C(NN1C(=O)C2C(c3ccccc3)C=CC(c3ccccc3)C2C1=O)c1ccncc1 (stereo unspecified)
    0%	-26%	-16%
Cc1nc(CSc2ccc(Cl)cc2)cc(N2CC(C)OC(C)C2)n1 (stereo unspecified)
    5%	3%	4%
CCN(CC)c1ccc(-c2n[nH]c(=S)n2-c2ccccc2C)cc1
    0%	-8%	-7%
O=C(/C=C/c1c(F)cccc1Cl)NCCCN1CCOCC1
    2%	-1%	-12%
Cc1cccc(-n2c(N)cc(=O)nc2SC(C)C(=O)NC2CCCCC2)c1 (stereo unspecified)
    3%	0%	x
CCOCCCNC(=O)CCn1nc(-c2ccc(Cl)cc2)ccc1=O
    x	-2%	15%
O=C(CSc1n[nH]c(-c2ccncc2)n1)Nc1ccc(Br)cc1
    7%[56.1 µM]	7%	-5%
O=C(Nc1nc(-c2cc3ccccc3oc2=O)cs1)c1ccc(Br)o1
    u	9%	-14%
Cc1c(C(=O)Nc2cc(F)ccc2F)sc2nc3n(c(=O)c12)CCCCC3
    0%	-8%	16%
CC(C)c1ccc(NC(=O)C(=O)c2cn(CC(=O)N3CCCCC3)c3ccccc23)cc1
    5%	4%	-20%
CCC(=O)Nc1ccc(NC(=O)c2ccco2)c(OC)c1
    9%	5%	-4%
COc1ccc(N2C(=O)N3[C@H](c4ccc(Cl)cc4)[C@@H]4C(=O)N(C5CCCCC5)C(=O)[C@@H]4[C@]3(C)C2=O)cc1
    x	-18%	-20%
O=C(CS(=O)(=O)c1cccc2nsnc12)NCc1ccccc1Cl
    2%	x	11%
O=C(COc1ccc2ccccc2c1)NC1=NCCS1
    2%	2%	-9%
O/C=c1\ccc2cccc3nc(C(F)(F)F)nc1c23
    x	5%	79µM*
COc1cccc(C(=O)Nc2ccc(C)cc2)c1
    2%	3%	11%
COc1ccc(-c2cc(C)no2)cc1S(=O)(=O)Nc1ccc(NC(C)=O)cc1
    2%	-20%	-17%
Cn1nnnc1SCC(=O)Nc1ccc(Oc2ccccc2)cc1
    7%	7%	-2%
COc1ccc2c(c1)c1c(c(=O)n(-c3cccc(C)c3)c(=O)n1Cc1cccc(Cl)c1)n2C
    3%	x	0%
CN(C)C(=O)CCc1ccc2c3c([nH]c2c1)[C@]1(C)[C@@H](C(=O)N2CCOCC2)C[C@H](CC(=O)NCc2ccco2)C(=O)N1CC3
    1%[56.1 µM]	x	-2%

A stretch from the list above, for reference:
The line under a structure holds: TDP1 block	N370S GC mod	FEN1 inhibitor
COc1ccc(NC(=O)c2cc3ccc4c5ccccc5[nH]c4c3cc2O)cc1
    5%	10%	-1%
COc1cc(C(N)=O)cc(Cl)c1OC
    x	-1%	-10%
